# Screens deposited in PubChem BioAssay by National Center for Advancing Translational Sciences (NCATS).
# HepG2 viability = counter-screen for TGF-b inhibitors: cytotoxicity in HepG2 cells | HepG2 CAGA-GFP viability, ATP luminescence, 18 h | 410,000 compounds, 0.76% hits | Potency, µM (series often up to 46.1 µM), inactives show at the highest dose activity change, negative = cytotoxicity, usual class: cytotoxic | AID 588856; further: potency means the concentration at half of the fitted maximal effect; some results filed as inactive show a strong effect at the top dose
#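 CellTiter-Glo luminescence gave cytotoxicity after 18 hours at 37 degrees C. The cells were HepG2 CAGA-GFP in 1% FBS DMEM, stimulated with 500 pg/mL TGF-beta after compound addition. %Activity was normalised to no-cell wells (complete cell-killing) and DMSO (no toxicity), and curves were fitted and classified.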
# Nrf2 block = Nrf2 pathway inhibition; A549 ARE-Fluc reporter, luciferase luminescence, 18-24 h; Potency, µM (top dose mostly 46 µM), without a hit: at the top dose activity change, negative = inhibition, hits mostly inhibitors; 360,000 compounds, 2.1% hits; further: potency means the concentration at half of the fitted maximal effect; on the % scale 0 is the no-effect control and ±100 the full control effect; nearly all actives have a fitted effect of over 60% in size
#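 Cells were seeded and rested 2 h, then exposed to compounds for 18-24 h. CellTiter-Fluor was read first as a viability measure. BugLite was added 15 min before the final luminescent read of ARE-luciferase activity in A549 cells.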
# ATXN2 expr inh = ATXN2 expression inhibition; HEK-293 ATXN2-luciferase reporter, luminescence, 24 h; Potency, µM (series often up to 57 µM), without a hit: at the highest dose activity change, negative = inhibition, most hits filed as inhibitors; AID 1745845; 360,000 compounds, 0.72% hits; further: potency means the concentration at half of the fitted maximal effect; on the % scale 0 is the no-effect control and ±100 the full control effect; nearly all actives have a fitted effect of over 55% in size
#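 qHTS (up to 57 uM final) was run with 24 h compound exposure of reporter cells at 37 °C. Each well was multiplexed: SteadyGlo luminescence measured ATXN2-luciferase expression after a fluorogenic Gly-Phe-AFC viability readout (25 uM final).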
# TGFb SMAD3 inh = inhibitors of TGF-b signaling. HepG2 CAGA-GFP TGF-b/SMAD3 reporter, GFP fluorescence, 18 h; TGF-beta stimulated, 500 pg/mL final. Potency, µM (series often up to 46.1 µM), for the others: top-dose activity, negative = inhibition, hits mostly inhibitors. 410,000 compounds, 1.2% hits; further: potency means the concentration at half of the fitted maximal effect; on the % scale 0 is the no-effect control and ±100 the full control effect; nearly all actives have a fitted effect of over 65% in size
#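 HEPG2 CAGA-GFP, 1000 cells/well; 2 h settle, 37 C; cpd via pin tool; TGF-b 500 pg/mL final; 18 h, 37 C; GFP imaging ex488/em500-530; %Activity normalised to -TGF-b and +DMSO controls; CRC fit, curve class.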
# A549 viability = counter-screen for Nrf2 inhibitors: cytotoxicity in A549 cells; A549 ARE-Fluc cells, CellTiter-Fluor viability, 18-24 h; Potency, µM (series often up to 46 µM), inactives show at the top dose activity change, negative = cytotoxicity, hits mostly inhibitors; 390,000 compounds, 0.16% hits; AID 504648; further: potency means the concentration at half of the fitted maximal effect; on the % scale 0 is the no-effect control and ±100 the full control effect
#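 Cytotoxicity counterscreen: CellTiter-Fluor fluorescence was measured in A549 ARE_Fluc cells after 18-24 h of compound exposure in a concentration series. The subsequent BugLite luminescent read reports ARE-luciferase activity.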
# S2 tox = cell viability loss in ATXN counter-screen; S2 cells (HEK-293 line with an ATXN2-luciferase reporter) viability, CellTiter-Fluor protease fluorescence, 24 h; Potency, µM (titrated, usually from 56.7 µM), most hits filed as cytotoxic; 400,000 compounds, 0.49% hits; AID 651635; further: potency means the concentration at half of the fitted maximal effect; nearly all actives have a fitted effect of over 40% in size
# Nrf2 ARE act = activators of Nrf2 (ARE) signaling. AREc32 ARE-luciferase reporter (MCF7-derived line), luminescence, 24 h. Potency, µM (series often up to 46.1 µM), inactives show at the top dose activation, hits mostly activators. 410,000 compounds, 0.31% hits. AID 624171; further: potency means the concentration at half of the fitted maximal effect; % of control where 0% means no effect; nearly all actives have a fitted effect of over 65% in size
#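 AREc32 cells carrying an ARE-driven firefly luciferase reporter were seeded at 1000 cells/well in OPTI-MEM with 5% FBS, then exposed to compound for 24 hr at 37 deg C. Luminescence was read with Steady-Glo after 30 min at RT.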
# IL-1B inflam inh = inflammasome signaling inhibition, IL-1 beta readout. THP-1 LPS/ATP IL-1B secretion, AlphaLISA, 16 h; hits give low values. activity change, % at 57.5 µM. 360,000 compounds, 4.7% hits; in the data active means activity change below about -50%; inconclusive means mostly about -30% to -49%; further: on the % scale 0 is the no-effect control and ±100 the full control effect
#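 THP-1 cells pretreated 1 hr with compounds (up to 57.5 uM final), then stimulated with LPS (250 ng/mL final) plus ATP (1.25 mM final); secreted IL-1B measured by AlphaLISA after 16 hr, decreased signal indicating inhibition.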
# MCF10A rereplic = inducers of DNA re-replication in MCF 10A breast cells. MCF 10A DNA re-replication, Hoechst nuclear intensity, 48 h. Potency, µM (doses to about 46.1 µM), without a hit: at the top dose activity, positive = re-replication, most hits filed as activators. 350,000 compounds, 2.9% hits. AID 624296; further: potency means the concentration at half of the fitted maximal effect; % of control where 0% means no effect; nearly all actives have a fitted effect of over 50% in size
# Starred values were filed as active, the others as inactive; i = inactive; ? = inconclusive; nt = not tested or not shown; [ ] = another dose, or the depositor's remark. Unless noted, the call rests on the fitted dose curve; in most records, active means well fitted curve in the direction sought with a large enough effect; inconclusive means small, poorly fitted or top-dose-only effect, or another doubt; inactive means no such curve, though single readings can be large; an effect the other way counts as inactive or inconclusive. Hits appear at their usual frequency; about 8.8% have a hit in one of these screens.
mol | HepG2 viability | Nrf2 block | ATXN2 expr inh | TGFb SMAD3 inh | A549 viability | S2 tox | Nrf2 ARE act | IL-1B inflam inh | MCF10A rereplic
O=C(CSc1nc2c([nH]c3ccccc32)c(=O)n1-c1ccccc1)Nc1ccccc1F | -31% | nt | nt | ? | -4% | nt | 0.1% | nt | nt
CCn1c(SCC(=O)N2CCCCC2)nnc1-c1ccc(S(=O)(=O)N2CCN(C)CC2)cc1 | 9% | -14% | -8% | 4% | ? | i | -0.2% | 16 | 20%
COc1ccccc1/C=C/C=N/n1c(-c2ccccc2)n[nH]c1=S | -13% | -23% | -15% | -2% | 0% | i | 0.4% | 26 | 1%
Cc1ccc(C)c(Cn2cnc3c(cnn3-c3ccc(F)cc3)c2=O)c1 | 0% | 13% | 2% | -3% | 2% | i | 0.7% | nt | nt
COc1ccccc1CNS(=O)(=O)c1ccc(N2CCCC2)cc1Br | -3% | ? | -15% | ? | 3% | i | 1.4% | -5 | 21%
CCCC(=O)Nc1ccc(NCc2ccc(C)s2)cc1 | -20% | -5% | nt | -6% | 6% | i | 2.5% | -7 | -4%
CCCCn1nnnc1NCc1ccc(C)cc1 | 1% | -8% | 5% | -17% | 0% | i | 0.0% | -9 | 5%
CCOC(=O)C1Cn2c(nc3c(c2=O)C2(CCCC2)Cc2ccccc2-3)S1 (stereo not given) | -17% | ? | -21% | -12% | -9% | i | -0.3% | 0 | ?
CC(C)c1ccc(N(C(=O)CNC(=O)c2ccco2)C(C(=O)NC2CCCC2)c2cccnc2)cc1 (stereo not given) | -3% | 9% | -9% | -4% | 1% | i | -0.3% | -70* | -4%
O=C(O)C1=C[C@@H](c2ccc(F)cc2)C[C@@H](OCCCCO)O1 | -2% | -6% | 3% | -18% | -2% | i | 0.3% | 1 | -1%
COC(=O)C1=C(N)Oc2cc(C)n(Cc3cccnc3)c(=O)c2C1c1cccc(OC)c1OC (stereo not given) | 10% | -8% | -3% | ? | -2% | i | 0.4% | 14 | -4%
Cc1nnc(SCc2ccccc2)[nH]c1=O | 2% | -8% | -27% | -12% | 3% | i | 0.2% | 0 | 3%
COc1cc(NC(=O)COC(=O)Cc2ccsc2)cc(OC)c1 | 12% | 1% | 2% | 11% | 3% | i | 0.0% | 0 | -4%
O=C(c1ccc(F)cc1)C1CCN(Cc2ccccc2)CC1 | -2% | 2% | nt | -4% | -6% | nt | -0.8% | 13 | 11%
CCC1C(=O)NCCN1C(=O)c1ccc(OC)c(OC2CCN(C(C)=O)CC2)c1 (stereo not given) | -1% | 19% | 16% | 0% | -5% | i | -0.3% | 4 | 1%
CC1=C(C(=O)N(C(C)C)C(C)C)CC(CC(=O)NC2CCCC2)C(=O)N1CCC1=CCCCC1 (stereo not given) | -8% | nt | 3% | ? | nt | ? | 0.0% | ? | nt
COC(=O)c1cccc2c1-c1ccccc1/C2=N/O | -36% | nt | -17% | 2% | -8% | i | -1.9% | -22 | ?
CCN(CCNC(=O)C1CCN(S(=O)(=O)c2cccc3cccnc23)CC1)c1ccccc1 | -1% | -22% | -10% | -2% | 3% | i | 1.8% | 3 | 7%
N#CCN1C(=S)N=C(Nc2cccc(Cl)c2)C12CCCCC2 | 1% | nt | -1% | 13% | -1% | i | 2.7% | -17 | 4%
COc1ccc(-c2cc(C(=O)N3CCCCCC3)c3ccccc3n2)cc1 | -24% | -2% | 9% | 0% | 3% | i | 3.2% | -6 | 13%
COC(=O)c1ccc(NC(=O)CN2C(=O)NC3(CCC(C)CC3)C2=O)cc1 (stereo not given) | 3% | 12% | -13% | 0% | -4% | i | -0.1% | -9 | 5%
O=C(Cn1nc(CNc2ccc(Cl)cc2)[n+]2c1CCCCC2)c1ccccc1 | -13% | -8% | -7% | 1% | -4% | i | 0.3% | -53* | 5%
O=C(NCc1ccccc1)N1CCN(c2ccccc2F)CC1 | -2% | nt | -5% | 11% | -1% | i | 0.1% | 20 | 12%
O=C(CN1C(=O)C2C3CC(C(Br)C3Br)C2C1=O)N1CCOCC1 (stereo not given) | 1% | 15% | 2% | 5% | -8% | i | -0.6% | 10 | ?
CC1CCCCN1CCn1c(=S)[nH]c2ncccc2c1=O (stereo not given) | -2% | 2% | 8% | -10% | 10% | i | -0.4% | -8 | -2%
COC1CCN(C(=O)C2CCC(=O)N(C3CCCCCC3)C2)CC1 (stereo not given) | 3% | ? | 40%[activator] | 2% | 2% | i | 0.5% | 5 | 1%
CCC1C(C#N)=C(SC)NC2=C1C(=O)CC(C)(C)C2 (stereo not given) | 5% | ? | -1% | 13% | nt | i | 0.1% | 22 | 14%
NC(=O)c1ccc(NC(=O)COC(=O)c2c[nH]c3ccccc23)cc1 | -8% | 8% | -6% | 17% | 15% | i | 3.9% | 3 | 7%
COc1cccc(-c2cc(C(=O)NCc3ccc(F)cc3)no2)c1 | -15% | -5% | 5% | -11% | -2% | i | -1.2% | nt | nt
Cc1ccc(S(=O)(=O)N2CCN(Cc3cc(Br)ccc3O)CC2)cc1 | 1% | ? | -27% | 10µM* | -13% | i | 5.3% | nt | nt
Cc1ccc(C(=O)Nc2cccc(NC(=O)c3ccc(C)c([N+](=O)[O-])c3)n2)cc1[N+](=O)[O-] | -22% | ? | -37% | ? | -7% | ? | -0.8% | 18 | 5%
COC(=O)CCC(=O)NC(=S)Nc1ccc(S(=O)(=O)Nc2cc(OC)nc(OC)n2)cc1 | 11% | -18% | 1% | -5% | -5% | i | -0.3% | 36 | -4%
O=C1C=C(c2cc3ccccc3s2)CCC1 | -10% | ? | 0% | 3% | 0% | i | ? | 6 | 2%
CC(=O)NC(C)c1ccc(Cl)c(Cl)c1 (stereo not given) | 0% | -12% | 9% | 14% | 4% | i | 2.4% | -23 | ?
Cn1nc(C2CC2)cc1NC(=O)C1(C)CCN1C(=O)CCc1ccccc1 (stereo not given) | 9% | nt | 8% | 7% | nt | i | -1.2%[9.22 µM] | 13 | nt
COc1ccccc1N(CC(=O)N1CCc2ccccc2C1)S(C)(=O)=O | 6% | -5% | -30% | 13% | -11% | i | -0.6% | -3 | -1%
COc1ccc(N(C(=O)COc2ccccc2)C2C=CS(=O)(=O)C2)cc1 (stereo not given) | -5% | 11% | -3% | 7% | 4% | i | -0.5% | 8 | ?
O=C(Nc1ccc(F)cc1)OCCOc1ccc(Br)cc1 | 9% | 1% | nt | -29% | 15% | i | -0.2% | 40 | 30%
COc1ccc(N=c2oc3cc(O)ccc3cc2C(=O)Nc2ccccn2)cc1OC | 14% | 28% | -15% | 25% | -9% | i | -0.2% | -28 | -33%[inhibitor]
Cc1ccc(C2=N/C(=C\N3CCCCC3)C(=O)O2)cc1 | -4% | ? | 48%[activator] | -3% | ? | i | 1.1% | -63* | ?
O=C1CCC(C(=O)OCC(=O)Nc2ccc(Cl)cc2C(F)(F)F)=NN1 | -6% | -1% | 6% | -8% | ? | i | -0.3% | -10 | 0%
CNc1cncc(-c2cccc(C(=O)N(C)C)c2)n1 | 2% | nt | 28% | -4% | nt | i | 0.3% | -9 | nt
Cc1ccc(C)c(NS(=O)(=O)c2cc3c(cc2Cl)NC(=O)CO3)c1 | -10% | 23µM* | 12% | -1% | ? | i | -1.4% | nt | nt
CCOc1cc(/C=N/NC(=O)OC)ccc1OCCSc1ccc(Cl)cc1 | -13% | 1% | 1% | -12% | 8% | i | 0.0% | -1 | 28%
COC(=O)c1sc2cc(C(F)(F)F)cnc2c1-c1ccccn1 | 4% | 2% | -1% | 8% | 4% | i | 0.4% | 20 | -13%
CCC(=O)N1CCC(NC(=O)Nc2ccc(OC(F)(F)F)cc2)CC1 | -3% | 7% | 10% | 3% | -3% | i | 0.4% | 16 | 7%
Cc1ccc(NC(=O)c2ccc(-n3nncc3-c3ccccc3)cc2)cc1 | -12% | ? | nt | -1% | -11% | nt | nt | nt | nt
CCc1ccc(S(=O)(=O)Nc2ccc(-c3ccc4nncn4n3)cc2)s1 | -28% | ? | -15% | 11% | -6% | ? | 0.1% | 31 | 6%
O=S(=O)(Nc1nccs1)c1ccc(NS(=O)(=O)c2c(F)cc(F)c(Cl)c2F)cc1 | 0% | 5% | -6% | -3% | 0% | i | -0.2% | 18 | 9%
COc1ccccc1Nc1nc(NCCCCO)nc(N2CCCC2)n1 | -21% | ? | -32% | -17% | -18% | ? | 6.9% | nt | 26%
COc1cc(C(c2c(C)[nH][nH]c2=O)c2c(C)[nH][nH]c2=O)cc([N+](=O)[O-])c1O | 12% | -24% | -7%[11.3 µM] | 14% | -26% | i | 5.4% | 15 | 0%
C=CCNCC(=O)Nc1ccccc1SCC(=O)Nc1ccsc1C(=O)OC | 4% | -2% | -17%[11.3 µM] | 0% | -11% | i | 3.4% | 34 | 4%
Cc1ccc(NC(=O)CSc2ccc(-c3ccc(-n4cccn4)cc3)nn2)c(C)c1 | -3% | 2% | 1% | 9% | -5% | i | 0.3% | 4 | -2%
CCc1ccc(CN2C(=O)c3ccccc3C2C(=O)NC2CCCCCC2)cc1 (stereo not given) | 5% | -2% | -4% | 12% | -5% | i | -1.0% | nt | nt
Cc1cc(C)c(NC(=O)C2CSCCS2)c(C)c1 (stereo not given) | -12% | ? | 35%[activator] | 3% | -4% | ? | 0.2% | -5 | 2%
COCCNC(=O)C1(C)CCCN(C(=O)c2cccc(Cl)c2)C1 (stereo not given) | -74% | nt | -1% | -14% | nt | i | -0.3% | 5 | nt
CN(C)S(=O)(=O)c1cccc(C(=O)Nc2ccccc2)c1 | -6% | -1% | -3% | -26% | 3% | i | 0.3% | 10 | -9%
